# High-throughput results from PubChem.
# Vif-APOBEC3G blk = qHTS for Inhibitors of Vif-A3G Interactions: qHTS | DNA dC->dU-editing enzyme APOBEC-3G (Homo sapiens), Q9HC16 | HeLa A3G-eYFP + Vif (tagged APOBEC3G with the HIV-1 protein that degrades it), YFP fluorescence, overnight | Potency, µM (series often up to 46.1 µM), for inactives: top-dose activity, negative = active, usual class: inhibitors | 410,000 tested, 0.076% active | AID 602310, 2012;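 note: % is set by controls: 0 for no effect and ±100 for the full control effect; nearly all actives have a fitted effect of over 60% in size; hits raise eYFP signal because A3G escapes Vif-driven loss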
# Target sequence (Q9HC16 whole entry, looked up): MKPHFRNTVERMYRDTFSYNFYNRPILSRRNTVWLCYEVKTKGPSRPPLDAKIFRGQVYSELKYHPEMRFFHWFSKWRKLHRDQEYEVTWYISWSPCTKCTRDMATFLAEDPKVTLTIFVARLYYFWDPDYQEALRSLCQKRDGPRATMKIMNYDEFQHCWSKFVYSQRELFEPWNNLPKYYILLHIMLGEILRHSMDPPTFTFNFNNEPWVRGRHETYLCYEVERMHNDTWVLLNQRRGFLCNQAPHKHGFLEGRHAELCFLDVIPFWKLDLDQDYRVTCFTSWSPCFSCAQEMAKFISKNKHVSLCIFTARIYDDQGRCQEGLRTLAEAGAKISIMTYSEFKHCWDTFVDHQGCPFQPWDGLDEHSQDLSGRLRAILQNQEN
#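 HeLa cells stably expressing Vif and C-terminally eYFP-tagged A3G, seeded overnight at 37 deg C, then exposed to compound by pintool overnight at 37 deg C. Rise in yellow fluorescence (Ex 488/Em 500-530, Acumen) marks blocked Vif-driven A3G degradation.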
# Glioma ERSR ind = qHTS for Inducers of the Endoplasmic Reticulum Stress Response (ERSR) in Human Glioma: qHTS; U87-MG GRP78 promoter luciferase reporter, 16 h; Potency, µM, for the others: at the highest dose activation, most hits filed as activators; 420,000 tested, 0.02% active; AID 602332, 2012; note: series mostly up to about 76 µM; % of control where 0% means no effect; nearly all actives have a fitted effect of over 35% in size
#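 ERSR induction read as luciferase luminescence (Bright-Glo, 10 min at room temperature) in stably transfected human U87-MG glioma cells exposed to compounds for 16 h, using GRP78 as sensor.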
# * hit, by the source's call; ? = inconclusive; & = joins results of further samples. Calls come from the whole dose curve; as a rule, active = well fitted curve in the direction sought with a large enough effect; inconclusive = small, poorly fitted or top-dose-only effect, or another doubt; inactive = no such curve, though single readings can be large; an effect the other way counts as inactive or inconclusive. Potency is the fitted concentration of half-maximal effect.
no.	SMILES	Glioma ERSR ind	Vif-APOBEC3G blk
1	Cn1nc(C(C)(C)C)cc1NC(=O)C1(C)CCN1C(=O)CC(c1ccccc1)c1ccccc1 (stereo unspecified)	0%	-3%
2	CC=CCn1c(SCCCc2ccccc2)nc2c1c(=O)[nH]c(=O)n2C	-4%	0%
3	OC[C@@H]1CN(CCc2ccccc2)C[C@H](n2cnc3c(N4CCOCC4)ncnc32)O1	0%	-3%
4	CN(C)c1ccc(C=C2c3ccccc3-c3ccccc32)cc1	-7%	-13%
5	COc1ccc(C(NC(=O)C2CCN(Cc3ccc(Oc4ccccc4)cc3)CC2)c2ccccn2)cc1 (stereo unspecified)	-3%	-1%
6	Cn1ccc2c(-c3cccc(C=O)c3F)cc3c(c21)C1CCC3C1 (stereo unspecified)	-3%	-2%
7	OC(c1ccccc1)(c1nc(-c2csc3ccccc23)cs1)C(F)(F)F (stereo unspecified)	-4%	-17%
8	OC(CN1CCCCC1)c1ccccc1 (stereo unspecified)	1%	-4%
9	COc1cccc(S(=O)(=O)Nc2ccc3c(c2)[C@@H]2C[C@@H](CC(=O)NCc4ccc(Cl)cc4)O[C@@H](CO)[C@@H]2O3)c1	-4%	?
10	CC1=C(C(=O)N(C)C)CC(CC(=O)NCC2CCCCC2)C(=O)N1Cc1ccc(F)cc1 (stereo unspecified)	-3%	-1%
11	O=C(C[n+]1cc(Br)cc2ccccc21)c1ccc(O)c(O)c1	-3%	2%
12	O=C(c1ccco1)N1CCN(C2CN(C3CCCC3)S(=O)(=O)C2)CC1 (stereo unspecified)	-2%	-4%
13	Cc1cc(-c2ccc(F)cc2)n2ncc(-c3ccccc3)c2n1	-5%	-26%
14	CC(C)NC(=O)C1(C)CCN1C(=O)c1ccccc1 (stereo unspecified)	-4%	2%
15	Clc1ccc2nc(-c3cccc(Br)c3)c(Cc3ccccc3)n2c1	17%	-5%
16	COCCCN1C(=O)C(CC(=O)NCc2cccc3ccccc23)CC(C(=O)N(C(C)C)C(C)C)=C1C (stereo unspecified)	-1%	1%
17	CN(C)c1cccc(NC(=O)c2cccc3c(-c4ccc(F)c(F)c4)coc23)c1	0%	0%
18	CC(C)S(=O)(=O)NC(=O)C1(C)CCN1C(=O)Cc1ccccc1 (stereo unspecified)	-3%	-1%
19	O=C(CC[C@H]1O[C@@H](n2cnc3c(NC(=O)c4ccccc4)ncnc32)[C@H](O)[C@@H]1O)NCC(c1ccccc1)c1ccccc1	-2%	0%
20	Cc1[nH]c2ccccc2c1C(c1c[nH]c2ccccc12)c1c(C)[nH]c2ccccc12	-5%	-13%
21	COCCCNC(=O)CC[C@H]1O[C@@H](n2cnc3c(NC(=O)c4ccccc4)ncnc32)[C@H](O)[C@@H]1O	-4%	1%
22	CN(Cc1ccccc1)C(=O)c1ccc2sc([C@@H]3O[C@H](CO)[C@H](O)[C@H](O)[C@H]3O)nc2c1	-1%	-3%
23	CCNC(=O)C1(C)CCN1C(=O)CCc1cccc(Cl)c1 (stereo unspecified)	-5%	1%
24	CC(C)c1cccc(-c2csc(C(C)(O)c3ccccc3)n2)c1 (stereo unspecified)	-7%	-6%
25	CC(=O)Nc1cc(-c2ccccc2)cn2c(-c3cccc(C(C)=O)c3)cnc12	?	-10%
26	Cc1noc(C)c1C(=O)N1CCC1(C)C(=O)NS(=O)(=O)c1ccc(F)cc1F (stereo unspecified)	-4%	1%
27	c1cn2c(-c3ccoc3)cncc2n1	-1%	-3%
28	CSc1ccc(CN2C(=O)C(F)(F)Oc3c(C(C)=O)cccc32)cc1	0%	-1%
29	COc1ccc(-c2nn3c(-c4cc(-c5ccccc5)n[nH]4)nnc3s2)cc1	-4%	-1%
30	OC(c1ccc(F)cc1)c1ncc(-c2ccccc2Cl)[nH]1 (stereo unspecified)	11%	-3%
31	O=C(c1cc(C2CCCCN2S(=O)(=O)c2ccc(F)cc2F)on1)N1CCOCC1 (stereo unspecified)	-2%	-1%
32	CNc1cnc(-c2cccc(C(=O)N3CCOCC3)c2)cn1	1%	-2%
33	C1=Cc2ccccc2/C1=C\c1ccc2c(c1)OCO2	-3%	-5%
34	COc1ccc(-c2ccc(C(=O)NCc3ccc(N(C)C)cc3)c3occc23)c(C)c1	4%	0%
35	COc1ccccc1Cn1c(C)c(C(=O)NCc2ccco2)sc1=O	0%	-3%
36	O=S1(=O)C[C@@H](N2CCN(CCO)CC2)[C@H](COCc2ccccc2)N1	-6%	0%
37	CN1CCN(C(=O)c2cc3c(c(-c4cccc(-c5cc6ccccc6o5)c4)n2)[C@H](CCO)N(S(=O)C(C)(C)C)C3)CC1 (stereo partly specified)	-4%	-4%
38	Cc1ccccc1CN1CC2=C(CCN(Cc3ccccc3)C2=O)N2CCN=C12	-4%	-4%
39	CC1(Oc2ccc(-n3ccnc3)cc2)CCN(Cc2cccn2-c2nccs2)C1 (stereo unspecified)	-4%	-1%
40	CCOC1=C2CN(S(=O)(=O)c3ccc(C)cc3)[C@H](c3ccc(CC)cc3)C[C@@H]2N(S(=O)(=O)c2ccc(C)cc2)[C@H](c2ccccc2)C1	-4%	0%
41	COc1ccc(OC)c(NC(=O)Nc2nnc([C@@H]3O[C@H](CO)[C@@H](O)[C@H]3O)s2)c1	-1%	0%
42	Cc1nc2ccc(C(=O)N3CCN(C(=O)c4ccco4)CC3)cn2c1N(C)C(=O)CCc1ccccc1	1%	0%
43	CCOC1=C2CN(S(=O)(=O)c3ccc(C)cc3)CC[C@@H]2N(S(=O)(=O)c2ccc(C)cc2)[C@H](c2ccccc2)C1	-2%	0%
44	CCCCCCCCCC[n+]1ccc(/C=C/c2c(C)[nH]c3ccccc23)c2ccccc21	-12%	7%
45	OC(c1ccc(F)cc1)c1nc(-c2ccncc2)cs1 (stereo unspecified)	-1%	-2%
46	Cc1cccc(C)c1NC(=O)C(c1ccccc1)N1CCN(C/C=C/c2ccccc2)CC1 (stereo unspecified)	9%	-3%
47	O=C(Nc1ccccc1)c1cc(C2CCCCN2C(=O)OCc2ccccc2)on1 (stereo unspecified)	-2%	1%
48	Clc1ccc(Cn2ncc3c(N4CCN(c5ccccc5)CC4)ncnc32)cc1	-3%	-21%
49	CC(C)Oc1ccc(F)cc1-c1cc(C(=O)Nc2ccccc2)[nH]n1	-5%	0%
50	CC1(C(=O)NS(C)(=O)=O)CCN1C(=O)CC(c1ccccc1)c1ccccc1 (stereo unspecified)	-2%	-1%

# Other structures:
no.	SMILES	Glioma ERSR ind	Vif-APOBEC3G blk
51	O=C(Nc1cccc(S(=O)(=O)N2CCCC2)c1)[C@@H]1O[C@H](CO)[C@H](O)[C@H](O)[C@H]1O	-3%	-1%
52	Cc1cc(C)cc(-n2c3ccc(NC(=O)Cc4cccc5ccccc45)cc3c(=O)n2C)c1	-3%	?
53	COCCCNc1nccn2ccnc12	-2%	?
54	CCOc1ccc(CCN2C(=S)N([C@@H](Cc3ccccc3)CN3CCC[C@@H]3CN3C(=S)NC[C@@H]3Cc3ccc(O)cc3)C[C@@H]2CC(C)C)cc1	-2%	0%
55	Oc1cccc2cc(-c3ccncc3)cnc12	-3%	?
56	CCc1nc2c(OCc3ccc(C(=O)N(C)C)cc3)cccn2c1N(C=O)Cc1ccccc1	-1%	-1%
57	COc1cccc(-c2cnc(C(O)c3cccc(C)c3C)[nH]2)c1 (stereo unspecified)	0%	0%
58	Cc1cc(C(=O)N2CCCC2(C)C(=O)NCC(C)C)nn1C(C)(C)C (stereo unspecified)	0%	4%
59	COc1ccc(C(C)(O)c2nc(-c3cccc(C(C)C)c3)cs2)cc1 (stereo unspecified)	1%	-15%
60	CS(=O)(=O)N1CCCCC1c1cc(C(=O)NCc2ccc(F)cc2)no1 (stereo unspecified)	-2%	-3%

# Reformatted with two lines to a compound: entries from further up
# Results follow in this order: Glioma ERSR ind	Vif-APOBEC3G blk
(54) CCOc1ccc(CCN2C(=S)N([C@@H](Cc3ccccc3)CN3CCC[C@@H]3CN3C(=S)NC[C@@H]3Cc3ccc(O)cc3)C[C@@H]2CC(C)C)cc1
  -2%	0%
(55) Oc1cccc2cc(-c3ccncc3)cnc12
  -3%	?
(56) CCc1nc2c(OCc3ccc(C(=O)N(C)C)cc3)cccn2c1N(C=O)Cc1ccccc1
  -1%	-1%
(57) COc1cccc(-c2cnc(C(O)c3cccc(C)c3C)[nH]2)c1 (stereo unspecified)
  0%	0%
(58) Cc1cc(C(=O)N2CCCC2(C)C(=O)NCC(C)C)nn1C(C)(C)C (stereo unspecified)
  0%	4%
(59) COc1ccc(C(C)(O)c2nc(-c3cccc(C(C)C)c3)cs2)cc1 (stereo unspecified)
  1%	-15%

# (next part)
no.	SMILES	Glioma ERSR ind	Vif-APOBEC3G blk
61	N=C(N)SCc1cccc2c(=O)cc(-c3ccccc3)oc12	-7%	-6%
62	c1ccc(-c2ccc3cnccc3n2)cc1	-2%	-6%
63	CCCS(=O)(=O)NC(=O)C1(C)CCN(C(=O)c2cc(C)oc2C)C1 (stereo unspecified)	-4%	-1%
64	COCCNc1nc(NCCOc2ccccc2)c2sc(-c3ccccc3)cc2n1	-2%	-9%
65	CC1(C(=O)NS(C)(=O)=O)CCN1C(=O)C/C=C/c1ccccc1 (stereo unspecified)	-2%	-1%
66	Cn1c(Oc2ccncc2)nc2cc(-c3ccsc3)sc2c1=O	-4%	-5%
67	COc1ccc(/C=C2\C=Cc3ccccc32)cc1	1%	0%
68	Cc1ccc(NC(=O)c2ccc(-c3cc(Cl)ccc3Cl)o2)c(C)c1	1%	1%
69	COc1ccccc1C=C(C(=O)c1ccccc1)c1ccccc1	0%	-11%
70	CCc1nc2ccc(C(=O)N3CCNC(=O)C3)cn2c1N(C)CCC(C)C	-1%	-1%
71	CCOC(=O)C1CCCN(C(=O)c2ccccc2OC(F)(F)F)CC1 (stereo unspecified)	6%	-3%
72	O=C(NC(c1ccc(Cl)cc1)c1cnccn1)C1CCN(Cc2ccc(Oc3ccccc3)cc2)CC1 (stereo unspecified)	-4%	-14%
73	Cc1csc(NC(=O)C2(C)CCN2C(=O)C(C)C)c1C#N (stereo unspecified)	-4%	-3%
74	CCC(=O)N1CCC(C)(C(=O)Nc2cc(OC)c(OC)c(OC)c2)C1 (stereo unspecified)	-1%	-5%
75	COc1ccc(C2CC(c3ccccc3)Oc3ccc(C(C)(C)C)cc32)cc1 (stereo unspecified)	-3%&0%	-2%&-1%
76	CN(C)CCNC(=O)c1cccc(-c2cc(NC=O)c3ncc(-c4cccc(C(F)(F)F)c4)n3c2)c1	-10%	6%
77	C[C@@]12C=Cc3occc3[C@H]1CC[C@]13CC(=O)[C@@H](CC[C@H]12)C3	3%	-29%
78	CC(C)c1ccc(NC(=O)C2(C)Cc3c(-c4ccc5c(c4)OCO5)ccnc3O2)cc1 (stereo unspecified)	-3%	-10%
79	COc1ccc(Cl)cc1-c1cc(C(=O)NCc2ccc(C(F)(F)F)cc2)[nH]n1	0%	-3%
80	CCCNC(=O)c1cc(C2CCCCN2S(=O)(=O)c2ccc(C#N)cc2)on1 (stereo unspecified)	-1%	-2%
81	CCOC(=O)C1=CCC(c2ccc(C)cc2)N(S(=O)(=O)c2ccc(C)cc2)C1 (stereo unspecified)	-1%	0%
82	COc1c(C)cc(C(O)c2ncc(-c3ccccc3C(F)(F)F)[nH]2)cc1C (stereo unspecified)	-2%	0%
83	CCOC(=O)C1(C)CCCN(C(=O)c2c(F)cccc2F)C1 (stereo unspecified)	-2%	-13%
84	CCOc1ccc(Cl)cc1-c1cc(C(=O)Nc2ccc(Br)cc2)[nH]n1	-3%	-2%
85	CC(=O)Nc1cc(-c2cccc(C(=O)NCCO)c2)cn2c(-c3ccc(F)c(Cl)c3)cnc12	-3%	3%
86	COc1ccc(C(C)(O)c2nc(-c3cccc(C(F)(F)F)c3)cs2)cc1 (stereo unspecified)	-8%	-15%
87	COc1ccccc1NC(=O)Nc1nc(C(N)CCc2ccccc2)cs1 (stereo unspecified)	-3%	-5%
88	CC(C)Nc1nc(NCCOc2ccccc2Cl)c2sccc2n1	0%	-3%
89	CC1(C(=O)NS(=O)(=O)c2ccccc2)CCN1C(=O)Cc1ccccc1 (stereo unspecified)	-1%	2%
90	CNc1cccc(-c2cccc(C(=O)N3CCOCC3)c2)n1	0%	0%
91	O=C1NC[C@H](Cc2ccc(O)cc2)N(C[C@H]2CCCN2C[C@H](Cc2ccc(O)cc2)N2C[C@H](Cc3ccc(O)cc3)N(CCc3ccccc3)C(=O)C2=O)C1=O	-6%	1%
92	CC(C)Oc1cc(F)ccc1-c1cc(C(=O)Nc2ccccc2)[nH]n1	-3%	-6%
93	Cc1ccc(CNc2nc3cc(-c4ccccc4)sc3c(=O)n2C)c(C)c1	-2%	-1%
94	COCc1cccc(-c2csc(C(O)c3ccc(F)c(OC)c3)n2)c1 (stereo unspecified)	3%	-3%
95	O=S1(=O)CC(N2CCN(CCO)CC2)CN1CCc1ccccc1 (stereo unspecified)	-3%	0%
96	CC(C)C[C@H]1CNC(=S)N1C[C@H]1CCCN1C[C@H](CC(C)C)N1C[C@H](Cc2ccc(O)cc2)N(CCc2ccccc2)C1=S	12%	-18%
97	O=C(O)[C@@H]1C[C@H](C(=O)O)N1	-3%&-5%	-6%
98	Cc1ccc(Cn2c(C)c(C(=O)NCc3ccc(Cl)c(Cl)c3)sc2=O)cc1	-2%	0%

# Some of the compounds tested; the hit share may differ from the screen's.
